Screening results deposited in PubChem BioAssay by The Scripps Research Institute Molecular Screening Center.
ADAM17 inh: inhibits human ADAM17; recombinant ADAM17, EDANS/DABCYL FRET peptide cleavage; P78536; inhibition, % at 6.95 µM; 0.83% of 370,000 active;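 active = inhibition above the mean of compounds lying between control limits plus 3 SD, set per campaign, cut at about 8.5% in these data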;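 also: 0% = DMSO-only wells as the low control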
Target sequence (P78536 215-824 limits assumed): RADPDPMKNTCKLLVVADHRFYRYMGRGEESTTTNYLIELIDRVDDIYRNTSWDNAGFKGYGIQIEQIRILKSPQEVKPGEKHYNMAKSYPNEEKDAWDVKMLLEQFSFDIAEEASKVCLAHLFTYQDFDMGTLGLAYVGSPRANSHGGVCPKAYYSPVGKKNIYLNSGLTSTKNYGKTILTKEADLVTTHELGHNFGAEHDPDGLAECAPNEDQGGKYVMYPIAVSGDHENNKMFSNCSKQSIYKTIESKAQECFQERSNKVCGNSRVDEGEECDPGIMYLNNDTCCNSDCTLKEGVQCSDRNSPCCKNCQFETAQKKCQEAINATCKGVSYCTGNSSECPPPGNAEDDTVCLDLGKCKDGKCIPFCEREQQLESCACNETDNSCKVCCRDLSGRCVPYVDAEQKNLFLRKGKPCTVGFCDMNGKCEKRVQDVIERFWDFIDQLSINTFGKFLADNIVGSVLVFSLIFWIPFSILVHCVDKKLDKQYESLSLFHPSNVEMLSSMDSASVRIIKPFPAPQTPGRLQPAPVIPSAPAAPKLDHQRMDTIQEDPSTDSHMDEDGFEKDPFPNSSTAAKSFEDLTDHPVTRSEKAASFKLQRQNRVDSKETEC
PLC-beta3 inh: inhibitors of human phospholipase C beta3 | Purified PLC-beta3, fluorogenic substrate, fluorescence | inhibition, % at 12.2 µM | 0.18% of 370,000 active | AID 720704; in the data active = inhibition above about 11%;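 also: 0% = median of compound wells on plate and 100% = full blocker control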
PLCg1 inh: inhibitors of human phospholipase C gamma1; purified PLC-gamma1, fluorogenic substrate, fluorescence; inhibition, % at 12.2 µM; AID 720700; P19174; 0.84% of 370,000 active; in the data active = inhibition above about 9.5%
hcDAF12 agonist: H. contortus DAF-12 activation, primary screen. HEK293 hcDAF-12 lit1-tk-luc reporter, luminescence; 0% DMSO, 100% Δ7-dafachronic acid. activation, % at 6.8 µM. 1.4% of 370,000 active;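 active = activation above the mean of all tested compounds plus 3 SD, cut at about 5.5% in these data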;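 also: 100% = response to 3 µM Δ7-dafachronic acid high control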
FXN GAA850 act: activators of GAA850 frataxin (FXN) promoter | HEK293 lucGAA850 FXN promoter luciferase reporter, 24 h; percent of 10 µM SAHA response | activation, % at 6 µM | 0.56% of 360,000 active;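 active = activation above the average of all compounds screened plus 3 SD, cutoff fixed separately per campaign, cut at about 7.5% in these data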;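 also: 0% = DMSO wells and 100% = 10 µM SAHA wells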
DAX1 inh-1: inhibitors of human orphan nuclear receptor DAX1 (NR0B1); inhibition, % at 6.75 µM; 0.99% of 340,000 active; P51843; AID 504766; HEK293 Gal4-DAX1 luciferase reporter, luminescence;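 active = inhibition above the mean over all tested compounds plus 3 SD, cut at about 4.2% in these data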;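 also: 0% = DAX1-transfected cells with DMSO and 100% = empty-vector control cells with DMSO; inhibition shows as a rise in luminescence from relieved DAX1 repression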
HGIII-sPLA2 inh: Inhibits HGIII-sPLA2 liposome hydrolysis, primary screen; AID 743126; inhibition, % at 12.2 µM; Q9NZ20; QFRET BODIPY PC-A2 liposome hydrolysis, fluorescence; 0.56% of 370,000 active;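 active = inhibition above mean plus 3 SD of compounds lying within the high and low control bounds, cut at about 19% in these data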;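 also: 0% = median of test compound wells and 100% = no enzyme DMSO wells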
Target sequence (Q9NZ20 whole entry, looked up): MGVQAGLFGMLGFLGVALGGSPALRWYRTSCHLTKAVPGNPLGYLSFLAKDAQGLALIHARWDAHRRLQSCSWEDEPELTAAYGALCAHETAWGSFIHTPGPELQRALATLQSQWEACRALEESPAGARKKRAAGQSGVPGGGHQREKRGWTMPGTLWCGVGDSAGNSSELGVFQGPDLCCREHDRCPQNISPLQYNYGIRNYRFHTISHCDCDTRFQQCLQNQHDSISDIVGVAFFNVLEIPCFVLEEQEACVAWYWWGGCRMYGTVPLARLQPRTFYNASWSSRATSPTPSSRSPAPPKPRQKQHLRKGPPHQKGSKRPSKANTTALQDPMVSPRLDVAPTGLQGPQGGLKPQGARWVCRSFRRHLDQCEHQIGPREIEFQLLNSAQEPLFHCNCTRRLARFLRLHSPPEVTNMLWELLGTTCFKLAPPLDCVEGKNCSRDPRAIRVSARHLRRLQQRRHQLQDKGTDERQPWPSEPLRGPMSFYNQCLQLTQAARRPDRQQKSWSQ
ssDAF12 agonist: activates DAF-12 receptor from parasite S. stercoralis | HEK293 ssDAF-12/GRIP1 lit1-tk-luc reporter, luminescence; % of 3 µM dafachronic acid response | activation, % at 6.8 µM | 1% of 370,000 active;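 active = activation above the mean over all tested compounds plus 3 SD, cut at about 0.9% in these data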;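 also: 0% = DMSO-only wells and 100% = 3 µM delta7-dafachronic acid wells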
DAX1 inh-2: DAX1 (NR0B1) inhibition, primary screen | HEK293T StAR-luciferase reporter, SF-1/DAX-1 repression relief | inhibition, % at 6.8 µM | AID 652010 | 1.1% of 370,000 active;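 active = inhibition above the mean over all tested compounds plus 3 SD, cut at about 3.6% in these data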;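 also: 0% = DAX-1 cells with DMSO and 100% = cells lacking DAX-1 with DMSO; higher inhibition means more luminescence from relief of DAX-1 repression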
hgDAF12 agonist: hgDAF-12 agonism, primary luciferase screen; HEK293 GAL4-hgDAF12 UAS-luciferase reporter, agonist luminescence; normalized to butyrate control; activation, % at 6.8 µM; 1.8% of 370,000 active; AID 687014;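 active = activation above a cutoff set at the mean of all screened compounds plus 3 SD, cut at about 10% in these data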;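 also: 0% = DMSO wells and 100% = sodium butyrate wells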
ADAM10 inh: ADAM10 inhibition, QFRET primary screen. recombinant ADAM10, EDANS/DABCYL FRET peptide cleavage, 3 h. O14672. 0.62% of 370,000 active. inhibition, % at 7 µM;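 active = inhibition above a per-campaign cutoff equal to the mean of compounds falling between control-based bounds plus 3 SD, cut at about 20% in these data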;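 also: 0% = DMSO wells while the 100% control is not disclosed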
* hit, by the source's call; i = inactive; · = not tested or not shown.

SMILES | ADAM17 inh | PLC-beta3 inh | PLCg1 inh | hcDAF12 agonist | FXN GAA850 act | DAX1 inh-1 | HGIII-sPLA2 inh | ssDAF12 agonist | DAX1 inh-2 | hgDAF12 agonist | ADAM10 inh
COc1ccc(NC(=O)NCCCN2CCc3ccccc3C2)cc1 | -4 | -13 | -5 | 2.6 | -1.1 | 0.6 | 12 | -0.7 | 0.6 | -0.2 | -32
CCSCC(C)(C)n1[nH]c2ccccc2c1=O | -4 | -11 | -8 | 0.4 | -1.4 | -0.1 | 4 | -1.2 | 0.1 | 14* | -28
COc1ccc2cc(Br)ccc2c1CC(=O)NC1CC(C)(C)NC(C)(C)C1 | -1 | 4 | 5 | -1.3 | -2.1 | 0.7 | -1 | -0.3 | 0.2 | 3.7 | 6
Cc1[nH]n(-c2ccccc2)c(=O)c1/C=C1\C=NN=C1c1ccccc1 | 3 | -1 | 4 | 1.5 | 1.4 | -0.7 | -7 | -0.5 | 0.3 | 0.2 | 8
O=C(NC1CCCN(Cc2ccc(Cl)cc2)C1)c1cccc(F)c1 (centres undefined) | -2 | -1 | 1 | 2.5 | -0.4 | -0.4 | 1 | -0.9 | 0.5 | -0.2 | 82*
Cc1cccnc1CCNCc1c(C(=O)N2C[C@@H](C)O[C@@H](C)C2)nc2ccc(Cl)cn12 | -5 | -6 | -2 | 0.9 | 1.9 | 1.0 | 2 | -1.0 | 0.0 | 2.0 | -5
COC(=O)c1ccc(Cl)c(NC(=O)CN(c2ccc(OC)c(OC)c2)S(C)(=O)=O)c1 | -2 | 1 | 0 | -2.1 | 2.0 | -0.6 | 0 | -2.1 | 0.5 | -0.6 | -6
CSc1ccccc1NC(=O)c1cc2ncc(Br)cn2n1 | 0 | -5 | 4 | 3.3 | 2.1 | -0.2 | 0 | 0.1 | 0.7 | 8.7 | 0
CC(=O)Cn1c(N2CCC(Cc3ccccc3)CC2)nc2c1c(=O)[nH]c(=O)n2C | 0 | 1 | -1 | 0.1 | 2.3 | -0.9 | -2 | -1.1 | -0.4 | 0.3 | 1
CCCNC(=O)c1cc(Cl)c(NC(=O)C2=CSCCO2)cc1OC | 3 | 0 | 3 | 1.0 | 3.0 | 0.4 | 0 | -0.9 | -0.5 | 5.4 | 5
COc1ccc(CN2CCN(CCCc3ccccc3)C(CCO)C2)c(OC)c1 (centres undefined) | -5 | -4 | -2 | -1.2 | -2.1 | -0.6 | 10 | -1.3 | -0.4 | 0.8 | -2
Fc1cccc(CCN2CCNC[C@H]2Cc2cccc3ccccc23)c1 | 8 | 3 | 8 | 0.9 | -0.4 | 1.2 | 8 | -0.3 | 0.3 | 3.2 | 13
Cc1[nH]c2ccccc2c1SCC(=O)O | 0 | -1 | 1 | 1.9 | -1.0 | 0.5 | 4 | 0.3 | 0.2 | 1.2 | 6
O=C(NCc1cc([N+](=O)[O-])ccc1O)c1cccc(NS(=O)(=O)c2ccccc2)c1 | 1 | -6 | 2 | -1.0 | -1.6 | 0.2 | -14 | -0.2 | -0.2 | 3.2 | -10
CCc1ccc(C(=O)CSc2n[nH]c(-c3ccncc3)n2)cc1 | -2 | -7 | -7 | 0.6 | 3.5 | -0.8 | -23 | -0.5 | 0.2 | -1.0 | 1
O=C(Oc1ccccc1-c1nnco1)c1ccc(Cl)cc1 | 9.7* | 0 | 7 | 1.3 | -1.4 | 1.4 | -3 | -0.2 | 0.5 | 4.3 | 7
CCc1cc(C(=O)N2CCCC(CCC(=O)N3CCN(c4ccccn4)CC3)C2)no1 (centres undefined) | -4 | 3 | 4 | -3.8 | -0.6 | -0.7 | 6 | -1.9 | -1.4 | -2.0 | -19
Cc1ccc(/C=N/NC(=O)c2cccc(S(=O)(=O)Nc3ccccc3Cl)c2)s1 | 2 | -6 | -7 | -1.0 | 0.2 | -1.8 | -24 | -1.5 | -0.6 | 0.5 | -2
Cc1ccc(/C=N/NC(=S)Nc2cccc(S(=O)(=O)N(C)C)c2)o1 | 4 | -10 | 1 | 0.5 | -0.6 | -0.1 | 16 | -1.4 | -0.1 | -0.6 | 9
CCC(Oc1ccccc1)C(=O)Nc1ccccn1 (centres undefined) | -5 | -1 | -1 | -0.8 | 1.8 | 0.7 | 5 | -1.1 | -0.2 | 3.5 | -8
CC1CC(C)(C)N(C(=O)CN2CCN(C)CC2)c2ccccc21 (centres undefined) | -2 | -2 | 1 | -1.6 | 3.3 | 0.3 | -2 | -1.3 | -0.4 | 1.7 | -6
Cc1ccc(C)c(NC(=O)COC(=O)c2ccc(S(=O)(=O)N3CCCC3)cc2)c1 | 0 | 2 | 0 | -1.2 | -0.6 | -0.7 | 8 | -1.2 | 0.1 | -0.4 | -11
O/N=C(\c1ccc(Cl)cc1Cl)c1ncc(C(F)(F)F)cc1Cl | 12* | -3 | -2 | -0.9 | 3.1 | 2.3 | -21 | -1.1 | -0.2 | 0.3 | 9
CC1(C)OC(=O)C2(Cc3ccccc3N3CCCCC32)C(=O)O1 (centres undefined) | -2 | -14 | -7 | 0.5 | 0.7 | -0.5 | 1 | -0.7 | 0.2 | 0.9 | -3
Nc1ncnc2c1ncn2[C@@H]1O[C@H](COS(=O)(=O)O)[C@@H](O)[C@H]1O | -2 | 1 | 1 | 1.5 | 0.8 | 0.3 | 10 | -1.5 | -0.2 | 1.5 | 6
COc1ccc(CN(C)CCCn2cnc3c(OCc4ccccc4)ncnc32)cc1OC | -5 | -2 | 2 | -1.2 | 2.2 | -2.4 | -3 | -1.1 | -1.1 | -0.7 | -6
C1CN(c2nc3nonc3nc2N2CCSCC2)CCO1 | -2 | -3 | 4 | -1.2 | 1.4 | 3.0 | 1 | -0.8 | -0.3 | 1.7 | 5
COc1ccc2c(c1)C(NC(C)=O)C(=O)N2CCc1ccccc1 (centres undefined) | -5 | -7 | 0 | 0.0 | -0.9 | 0.3 | -2 | -1.2 | -0.3 | -2.0 | 0
COC(=O)c1c(NC(=S)Nc2ccc(CC(=O)O)cc2)sc(C)c1C | 3 | -2 | 4 | 0.6 | 1.4 | 0.4 | 7 | -1.3 | -0.1 | -1.1 | 3
COc1ccc(CNC(C)(C)C)cc1Cl | -1 | 0 | -2 | -1.7 | -0.2 | 2.4 | -2 | -1.1 | -0.6 | -2.5 | -2
CCCCOC(=O)Nc1ccccc1C(=O)OC | -6 | 1 | -3 | -1.5 | -0.9 | 1.5 | 6 | -1.4 | -0.3 | -1.2 | -8
COc1ccc(C(=O)OCC(=O)NC2CCCC2)cc1OC | -6 | 3 | 2 | -2.2 | -1.0 | 0.3 | 8 | -1.4 | -0.1 | -0.1 | 0
COc1ccccc1Oc1cn[nH]c1-c1ccc(OCC(=O)NN)cc1O | 1 | -11 | 5 | -1.3 | -1.5 | 2.3 | -21 | -1.3 | -0.1 | -3.2 | 2
COc1ccc(-c2sc3ccccc3c2C#CCO)cc1 | -30 | -56 | -44 | -3.7 | -1.1 | -2.5 | -15 | -1.6 | -1.5 | -2.4 | -143
O=C(CSc1nnc(C2CC2)n1Cc1ccccc1)N1CCN(S(=O)(=O)c2ccccc2)CC1 | -2 | 0 | 5 | -1.6 | -0.2 | 0.8 | -8 | -1.6 | -0.8 | -0.2 | -2
Cc1cc(C(F)(F)F)c(C#N)c(=O)[nH]1 | -401 | -168 | -123 | 0.1 | 0.2 | -0.4 | 3 | 0.3 | 0.9 | 1.4 | i
CC1(C)C(=O)N(OCc2ccccc2)C(C)(C)C(=O)N1OCc1ccccc1 | -6 | 4 | 0 | -1.4 | 0.6 | 0.4 | 0 | -0.4 | 0.6 | -0.1 | -10
COCC(=O)Nc1ccc(S(=O)(=O)Nc2ccccn2)cc1 | -6 | -5 | -7 | 0.1 | 0.0 | -0.3 | 1 | -1.0 | 0.0 | -0.7 | -9
N[C@@]12CCc3nonc3[C@]1(O)CC(c1ccccc1)=[N+]2[O-] | -4 | -2 | -2 | -1.3 | -1.1 | 0.8 | 0 | -1.2 | -0.2 | 0.6 | -7
COc1ccc([C@H]2/C=C\CN(C(=O)CC(C)(C)C)[C@@H](C)C(=O)N2Cc2ccc(F)cc2)cc1 | 0 | -2 | 0 | -1.3 | -1.2 | -1.4 | -5 | -1.2 | -0.3 | 1.5 | 2
CCOC(=O)/C(C#N)=C(C)/C=C1\Sc2ccccc2N1CC | -1 | 1 | 0 | -0.6 | 5.0 | -1.1 | 6 | -1.4 | 0.8 | 1.7 | -2
Cc1nc2ccccc2n1Cc1ccccc1Br | 0 | -7 | 0 | -4.7 | 0.5 | -3.3 | 1 | -2.0 | -1.3 | -7.4 | -4
CNC(=O)COC(=O)CCC(=O)c1cccs1 | -1 | -1 | 1 | -0.6 | 1.9 | 0.6 | 4 | -1.4 | -0.3 | -5.2 | -8
Cc1ccc(C(=O)C2CCN(CC(=O)Nc3ccc4c(c3)OCCO4)CC2)cc1 | -5 | -5 | -4 | -2.4 | -3.6 | -0.3 | -8 | -2.4 | -1.4 | -0.7 | -1
CCCCc1nnc(SCC(=O)Nc2nccs2)n1CC | 3 | -1 | -3 | 0.6 | 0.5 | 0.7 | 0 | -0.7 | -0.3 | -3.4 | 0
CN(C)c1ccc(/C=N\NC(=O)c2cccc(S(=O)(=O)N(C)C)c2)cc1 | 5 | -152 | -103 | -0.4 | · | · | 13 | -1.6 | -0.8 | 3.9 | 2
COc1cc(-c2cc(NC=O)c3ncc(-c4cccc(C(F)(F)F)c4)n3c2)cc(OC)c1OC | -3 | -10 | -8 | -0.6 | 1.1 | · | -7 | -0.8 | 0.9 | -0.4 | -5
CC(Sc1nnc(-c2ccco2)n1C)C(=O)N(C)C1CCCCC1 (centres undefined) | -3 | -5 | 0 | -1.6 | -0.2 | 1.6 | -4 | -0.9 | 0.0 | 2.6 | -7
Clc1c(-c2nnc3n2CCC3)sc2ccccc12 | -6 | -3 | 3 | -1.1 | 1.3 | -0.6 | -1 | -1.5 | 0.8 | -0.6 | -10
O=C(NCc1ccccc1)C(c1ccc(F)cc1)N1CCN(c2ccccc2F)CC1 (centres undefined) | -2 | 0 | 0 | 0.5 | · | · | 6 | -1.7 | 2.1 | -0.3 | -12

Going on with the list.
SMILES | ADAM17 inh | PLC-beta3 inh | PLCg1 inh | hcDAF12 agonist | FXN GAA850 act | DAX1 inh-1 | HGIII-sPLA2 inh | ssDAF12 agonist | DAX1 inh-2 | hgDAF12 agonist | ADAM10 inh
CNC(=O)C1CCCN1S(=O)(=O)c1ccc(OC)cc1 (centres undefined) | 1 | 0 | 5 | 0.6 | 1.1 | 0.0 | 4 | -1.0 | 1.3 | -2.8 | 0
CCOC(=O)N1CCN(S(=O)(=O)c2cc([N+](=O)[O-])ccc2C)CC1 | 1 | 2 | 3 | -1.3 | 3.1 | 0.3 | 6 | -1.1 | 0.5 | -3.5 | 7
COc1ccc(CNC(=O)C(OC(=O)c2ccco2)c2ccc(OC)cc2)cc1 (centres undefined) | -3 | -2 | 0 | -1.8 | 0.0 | 1.1 | -8 | -1.6 | -0.5 | -0.8 | -7
Cc1nc(SCC(=O)Nc2cc(C)on2)c2c3c(sc2n1)CCCC3 | -2 | -4 | 1 | -0.7 | 0.5 | -0.5 | 4 | -0.6 | -0.1 | -1.5 | 6
